EPAC2 antagonist: EPAC2 (human) antagonism; AID 720708; EPAC2 GEF exchange of Rap1B-BODIPY-GDP, fluorescence; hit rate 0.18% among 360,000; Potency, µM (highest dose often 114 µM), without a hit: at the top dose activity, negative = inhibition, actives largely listed as inhibitors; also: potency is read from the fitted curve at half-maximal effect; % is scaled to controls: 0 for no effect and ±100 for the full control effect; nearly all actives have a fitted effect of over 45% in size; many of its hits are not listed in these tables
Target sequence (Q8WZA2 whole entry, looked up): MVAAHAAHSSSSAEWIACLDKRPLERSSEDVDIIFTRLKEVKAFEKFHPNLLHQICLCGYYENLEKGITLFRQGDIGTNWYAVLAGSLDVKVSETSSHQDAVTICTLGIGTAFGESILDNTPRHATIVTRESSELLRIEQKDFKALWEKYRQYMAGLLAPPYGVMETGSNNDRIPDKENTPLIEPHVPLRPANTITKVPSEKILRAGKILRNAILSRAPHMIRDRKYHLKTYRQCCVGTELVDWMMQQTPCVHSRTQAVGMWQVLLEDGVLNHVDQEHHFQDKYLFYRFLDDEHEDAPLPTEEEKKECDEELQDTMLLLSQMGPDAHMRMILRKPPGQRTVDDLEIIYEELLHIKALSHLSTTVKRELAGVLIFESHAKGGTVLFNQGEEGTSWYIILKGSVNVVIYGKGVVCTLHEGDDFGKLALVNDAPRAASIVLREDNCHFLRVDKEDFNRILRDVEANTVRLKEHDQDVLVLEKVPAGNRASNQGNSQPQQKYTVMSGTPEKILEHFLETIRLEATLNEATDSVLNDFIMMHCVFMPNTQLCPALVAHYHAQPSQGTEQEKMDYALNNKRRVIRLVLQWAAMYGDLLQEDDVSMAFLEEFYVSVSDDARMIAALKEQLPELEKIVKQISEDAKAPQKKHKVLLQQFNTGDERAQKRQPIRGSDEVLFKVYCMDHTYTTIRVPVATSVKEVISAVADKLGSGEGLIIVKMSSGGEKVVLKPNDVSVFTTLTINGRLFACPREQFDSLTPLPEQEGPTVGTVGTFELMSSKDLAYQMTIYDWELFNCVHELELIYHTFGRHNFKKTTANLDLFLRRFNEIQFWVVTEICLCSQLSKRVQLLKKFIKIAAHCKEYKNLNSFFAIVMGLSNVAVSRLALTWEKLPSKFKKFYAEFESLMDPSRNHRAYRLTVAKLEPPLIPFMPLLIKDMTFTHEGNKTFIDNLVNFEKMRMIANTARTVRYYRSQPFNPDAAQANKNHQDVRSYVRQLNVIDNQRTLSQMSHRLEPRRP
WRN inhibitor: inhibitors of human WRN helicase; Q14191; WRN helicase unwinding, fluorescent forked duplex, kinetic; Potency, µM (titrated, usually from 114 µM), for the others: at the top dose activity change, negative = inhibition, actives largely listed as inhibitors; hit rate 0.46% among 360,000; also: potency is read from the fitted curve at half-maximal effect; % is scaled to controls: 0 for no effect and ±100 for the full control effect; nearly all actives have a fitted effect of over 55% in size
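WRN at 20 nM final was preincubated with compound for 15 min at room temperature; reaction started with 100 nM forked duplex oligonucleotide carrying fluorophore and quencher plus 2 mM ATP (final). Unwinding followed kinetically by red fluorescence (ex 525/em 598 nm).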
Mm-Cpn inhibitor: M. maripaludis TRiC chaperonin inhibition; purified Mm-Cpn ATPase, ADP Transcreener TR-FRET; Potency, µM (doses to about 76.9 µM), for inactives: at the top dose activity, negative = inhibition, usual class: inhibitors; hit rate 0.031% among 330,000; also: potency is read from the fitted curve at half-maximal effect; % is scaled to controls: 0 for no effect and ±100 for the full control effect; nearly all actives have a fitted effect of over 80% in size
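ATP (10 uM final) was added to archaeal chaperonin (25 nM final) after 10 min exposure to test compound at 37°C; after 30 min further incubation, ADP was detected by competitive TR-FRET.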
PLK1 PBD inh: inhibitors of human PLK1 polo-box domain binding; AID 720504; Potency, µM, for inactives: max response, negative = inhibition, actives largely listed as inhibitors; Plk1 PBD binding of FITC phosphopeptide, fluorescence polarization; hit rate 2.8% among 360,000; also: potency is read from the fitted curve at half-maximal effect; series mostly up to about 57 µM; % is scaled to controls: 0 for no effect and ±100 for the full control effect; nearly all actives have a fitted effect of over 65% in size
CCT chaperon mod: changes cytosolic chaperonin activity; activity change, % (no concentration beside the values), hits read low; purified chaperonin ATPase assay, HTRF ADP detection, 30 min; hit rate 0.3% among 360,000; in the data active = activity change below about -30%; also: % is scaled to controls: 0 for no effect and ±100 for the full control effect
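We incubate TRiC, 40 or 20 nM final, with library compounds at 76 uM and 10 uM ATP for 30 min at 37 °C. ADP formed is detected with Transcreener HTRF reagents after 30 min at room temperature.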
EPAC1 ag: agonists of human EPAC1; O95398; EPAC1 agonist qHTS, biochemical assay; response scale: 100% = response to 6.5 mM cAMP; Potency, µM (series often up to 154 µM), inactives show at the highest dose activation, hits mostly activators; hit rate 0.073% among 360,000; also: potency is read from the fitted curve at half-maximal effect; nearly all actives have a fitted effect of over 60% in size
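EPAC1 100 nM, Rap1B–BODIPY-GDP 250 nM, unlabeled GDP 50 uM; compound titration; 5 min RT; kinetic read ex480/em540 at 5-min intervals ×30 min; data normalized to 6.5 mM cAMP agonist control.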
EPAC1 antagonist: blocks human EPAC1 exchange factor; EPAC1 GEF assay, Rap1b-BODIPY-GDP exchange fluorescence; AID 720709; Potency, µM (titrated, usually from 115 µM), for the others: top-dose activity change, negative = inhibition, most hits filed as inhibitors; hit rate 0.14% among 360,000;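 also: potency is read from the fitted curve at half-maximal effect; plate controls were vehicle for no effect and positive control for full effect; nearly all actives have a fitted effect of over 50% in size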
PI5P4Ka inh: inhibitors of human PI5P4K alpha | PI5P4Kalpha enzyme, ADP-Glo luminescence, 60 min; hits give low values | max response, % | hit rate 1.2% among 330,000 | AID 652105; active = max response of -50% or lower; inconclusive = between -30% and -50%; inactive = -30% or higher; also: value at the top dose of about 77 µM; % is scaled to controls: 0 for no effect and ±100 for the full control effect
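Reactions run in 0.038 M HEPES pH 7.4, 0.28 mM EGTA, 0.1% CHAPS and 5% DMSO, with PI5P4Kalpha, substrate, compound and 5 microM ATP final, one hour at room temperature. Readout is ADP-Glo luminescence.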
An asterisk follows results filed as active; [ ] = remark or other dose. Unless noted, calls follow the shape of the dose curve; as a rule, active = well fitted curve in the direction sought with a large enough effect; inconclusive = small, poorly fitted or top-dose-only effect, or another doubt; inactive = no such curve, though single readings can be large; an effect the other way counts as inactive or inconclusive. Not all compounds are listed; rates above refer to the full screens.

Cc1ccc(C(C)C)c(OCC(=O)Nc2ccc(N3CCN(S(C)(=O)=O)CC3)cc2)c1 was read as EPAC2 antagonist 7%, WRN inhibitor 1%[57.1 µM], Mm-Cpn inhibitor 1%, PLK1 PBD inh -5%, CCT chaperon mod 0.3, EPAC1 ag -8%, EPAC1 antagonist -8% and PI5P4Ka inh -5.
CCOc1ccc2oc(C(=O)OCC(=O)NC(=O)NC)c(C)c2c1 was read as EPAC2 antagonist 7%, WRN inhibitor -11%, Mm-Cpn inhibitor -2%, PLK1 PBD inh -11%, CCT chaperon mod 0.1, EPAC1 ag 8%, EPAC1 antagonist 9% and PI5P4Ka inh -7.
For CCCCn1c(=O)nc2n(-c3ccccc3)c3ccccc3cc-2c1=O the results were EPAC2 antagonist -10%, WRN inhibitor -6%, Mm-Cpn inhibitor -1%, PLK1 PBD inh -24%, CCT chaperon mod -3.4, EPAC1 ag 9% and EPAC1 antagonist 2%.
For CCCNC(=O)CSc1nc(Cc2ccccc2)nc2ccccc12 the results were EPAC2 antagonist -8%, WRN inhibitor -1%, Mm-Cpn inhibitor -1%, PLK1 PBD inh -3%, CCT chaperon mod -4.2, EPAC1 ag 16%, EPAC1 antagonist 4% and PI5P4Ka inh 5.
For O=S(=O)(c1ccc2c(c1)OCCO2)N1CCC(n2cnc3cc(F)ccc32)CC1 the results were EPAC2 antagonist -13%, WRN inhibitor 1%, Mm-Cpn inhibitor 2%, PLK1 PBD inh -9%, CCT chaperon mod 1.4, EPAC1 ag 9%, EPAC1 antagonist -19% and PI5P4Ka inh 6.
CCn1c(=O)c([N+](=O)[O-])c(NCCCn2ccnc2)c2ccccc21 was read as EPAC2 antagonist -4%, WRN inhibitor -17%, Mm-Cpn inhibitor -1%, PLK1 PBD inh -4%, CCT chaperon mod -2.5, EPAC1 ag 7%, EPAC1 antagonist -3% and PI5P4Ka inh 1.
`COc1cccc(NC(=S)NC2CC(C)(C)NC(C)(C)C2)c1` gave EPAC2 antagonist -1%, WRN inhibitor 11%, Mm-Cpn inhibitor -2%, PLK1 PBD inh -12%, CCT chaperon mod -0.1, EPAC1 ag 6%, EPAC1 antagonist -13% and PI5P4Ka inh -7.
`CCCn1c(-c2ccc(F)cc2)cnc1SCC(=O)O` gave EPAC2 antagonist 21%, WRN inhibitor -6%, Mm-Cpn inhibitor 3%, PLK1 PBD inh -29%, CCT chaperon mod 3.0, EPAC1 ag -1%, EPAC1 antagonist 15% and PI5P4Ka inh 0.
Screening Clc1nc(NCc2ccco2)nc(N2CCCCC2)n1 returned EPAC2 antagonist -4%, WRN inhibitor 1%, Mm-Cpn inhibitor 1%, PLK1 PBD inh 6%, CCT chaperon mod -2.3, EPAC1 ag 2%, EPAC1 antagonist -6% and PI5P4Ka inh -8.
`O=C(CN1C(=O)NC2(CCCC2)C1=O)Nc1cc(C(F)(F)F)ccc1N1CCOCC1` gave EPAC2 antagonist inconclusive, WRN inhibitor -11%, Mm-Cpn inhibitor 1%, PLK1 PBD inh -7%, CCT chaperon mod 0.8, EPAC1 ag 4%, EPAC1 antagonist -8% and PI5P4Ka inh 2.
`CCOC(=O)C1CCN(C(=O)CNC(=O)c2nn(-c3ccc(OC)cc3OC)c(=O)c3ccccc23)CC1` gave EPAC2 antagonist -2%, WRN inhibitor 3%, Mm-Cpn inhibitor -2%, PLK1 PBD inh -17%, CCT chaperon mod -0.7, EPAC1 ag 3%, EPAC1 antagonist -17% and PI5P4Ka inh 3.
Screening O=C(CSc1nc2ccccc2s1)Nc1ncccn1 returned EPAC2 antagonist -3%, WRN inhibitor 6%, Mm-Cpn inhibitor 2%, PLK1 PBD inh inconclusive, CCT chaperon mod -0.4, EPAC1 ag 0%, EPAC1 antagonist -6% and PI5P4Ka inh inconclusive.
COc1ccc(Cc2nn[nH]n2)cc1 was read as EPAC2 antagonist 16%, WRN inhibitor 1%, Mm-Cpn inhibitor -1%, PLK1 PBD inh 0%, CCT chaperon mod 1.9, EPAC1 ag 0%, EPAC1 antagonist 15% and PI5P4Ka inh -2.
For O=C(CCSCCC(=O)NCCN1CCOCC1)NCCN1CCOCC1 the results were EPAC2 antagonist 5%, WRN inhibitor 0%, Mm-Cpn inhibitor 2%, PLK1 PBD inh -10%, CCT chaperon mod -0.6, EPAC1 ag 4%, EPAC1 antagonist -7% and PI5P4Ka inh 1.
COc1ccc(C(=O)Nc2c3c(nn2-c2ccc(Cl)cc2)CS(=O)(=O)C3)cc1 was read as EPAC2 antagonist -5%, WRN inhibitor -6%[57.1 µM], Mm-Cpn inhibitor 1%, PLK1 PBD inh -7%, CCT chaperon mod 0.1, EPAC1 ag 3%, EPAC1 antagonist -28% and PI5P4Ka inh 5.
`NC(=O)c1ccsc1NC(=O)COC(=O)c1ccccn1` gave EPAC2 antagonist 3%, WRN inhibitor -6%[11.6 µM], Mm-Cpn inhibitor -15%, PLK1 PBD inh -28%, CCT chaperon mod -0.9, EPAC1 ag -3%, EPAC1 antagonist 3% and PI5P4Ka inh -52*.
Screening Cc1cccc(C)c1OCC(O)CNS(=O)(=O)c1ccccc1C(=O)N1CCOCC1 (stereo not given) returned EPAC2 antagonist 9%, WRN inhibitor -2%, Mm-Cpn inhibitor -1%, PLK1 PBD inh -2%, CCT chaperon mod 0.7, EPAC1 ag 9%, EPAC1 antagonist 17% and PI5P4Ka inh -1.
COc1cccc(C(=O)NC(C)CCc2ccccc2)c1 (stereo not given) was read as EPAC2 antagonist 13%, WRN inhibitor 10%, Mm-Cpn inhibitor 2%, PLK1 PBD inh 4%, CCT chaperon mod 0.1, EPAC1 ag 3%, EPAC1 antagonist -13% and PI5P4Ka inh 4.
`CCOc1ccc(CCNC(=O)CN2C(=O)NC3(CCCCC3)C2=O)cc1OCC` gave EPAC2 antagonist -1%, WRN inhibitor 10%, Mm-Cpn inhibitor -1%, PLK1 PBD inh 0%, CCT chaperon mod -0.3, EPAC1 ag 2%, EPAC1 antagonist 1% and PI5P4Ka inh -5.
O=C(/C=C/c1ccc(F)cc1)OCC(=O)c1ccc[nH]1 was read as EPAC2 antagonist -27%, WRN inhibitor 8%, Mm-Cpn inhibitor 0%, PLK1 PBD inh -10%, CCT chaperon mod -3.8, EPAC1 ag -2%, EPAC1 antagonist -3% and PI5P4Ka inh -2.

In the list so far, these have a furan ring, fused or not:
CCOc1ccc2oc(C(=O)OCC(=O)NC(=O)NC)c(C)c2c1 was read as EPAC2 antagonist 7%, WRN inhibitor -11%, Mm-Cpn inhibitor -2%, PLK1 PBD inh -11%, CCT chaperon mod 0.1, EPAC1 ag 8%, EPAC1 antagonist 9% and PI5P4Ka inh -7.
Screening Clc1nc(NCc2ccco2)nc(N2CCCCC2)n1 returned EPAC2 antagonist -4%, WRN inhibitor 1%, Mm-Cpn inhibitor 1%, PLK1 PBD inh 6%, CCT chaperon mod -2.3, EPAC1 ag 2%, EPAC1 antagonist -6% and PI5P4Ka inh -8.

The list continues.
CCc1nn(C(CC)C(=O)NCc2cccc(OC)c2)c(=O)c2cc3occc3n12 (stereo not given) was read as EPAC2 antagonist -9%, WRN inhibitor -5%, Mm-Cpn inhibitor 0%, PLK1 PBD inh inconclusive, CCT chaperon mod 0.1, EPAC1 ag 15%, EPAC1 antagonist 12% and PI5P4Ka inh 0.
`COc1ccc(CCNC(=O)CN(CCc2ccccc2)S(C)(=O)=O)cc1` gave EPAC2 antagonist -3%, WRN inhibitor -18%, Mm-Cpn inhibitor 0%, PLK1 PBD inh -6%, CCT chaperon mod -4.3, EPAC1 ag -2%, EPAC1 antagonist -12% and PI5P4Ka inh 2.
`Cc1ccc(NC(=O)CCSc2nnc3ccccn23)cc1` gave EPAC2 antagonist -6%, WRN inhibitor -16%, Mm-Cpn inhibitor -2%, PLK1 PBD inh 3%, CCT chaperon mod -0.2, EPAC1 ag 1%, EPAC1 antagonist -2% and PI5P4Ka inh -8.
`O=C(CSCCN1C(=O)c2ccccc2C1=O)Nc1ccc2ccccc2c1` gave EPAC2 antagonist inconclusive, WRN inhibitor -8%, Mm-Cpn inhibitor 2%, PLK1 PBD inh inconclusive, CCT chaperon mod 1.3, EPAC1 ag 3%, EPAC1 antagonist inconclusive and PI5P4Ka inh 3.
CC(C)OC(=O)C(C)Nc1n[nH]c(=S)[nH]c1=O (stereo not given) was read as EPAC2 antagonist 11%, WRN inhibitor -10%, Mm-Cpn inhibitor inconclusive, PLK1 PBD inh -8%, CCT chaperon mod -0.7, EPAC1 ag -2%, EPAC1 antagonist -1% and PI5P4Ka inh 1.
For CN(C)c1ccc(-c2n[nH]c(=S)n2-c2ccccc2)cc1 the results were EPAC2 antagonist 5%, WRN inhibitor -1%[57.1 µM], Mm-Cpn inhibitor inconclusive, PLK1 PBD inh -1%, CCT chaperon mod -1.7, EPAC1 ag 1%, EPAC1 antagonist -13% and PI5P4Ka inh -10.
Screening COCCCNC(=O)C(=O)Nc1cc2c3c(c1)CCN3C(=O)CC2 returned EPAC2 antagonist 9%, WRN inhibitor -2%, Mm-Cpn inhibitor 0%, PLK1 PBD inh 4%, CCT chaperon mod 1.9, EPAC1 ag 3%, EPAC1 antagonist 3% and PI5P4Ka inh 2.
COCCN1CCN(C(=O)c2ccc3oc(CCCc4ccccc4)nc3c2)CC1 was read as EPAC2 antagonist 0%, WRN inhibitor -5%, Mm-Cpn inhibitor -3%, PLK1 PBD inh -8%, CCT chaperon mod 1.1, EPAC1 ag -8%, EPAC1 antagonist -14% and PI5P4Ka inh 1.
For CCN(CC)c1ccc(C(=O)NC(=S)Nc2cc(S(=O)(=O)N3CCOCC3)ccc2-n2cncn2)cc1 the results were EPAC2 antagonist 6%, WRN inhibitor 3%, Mm-Cpn inhibitor -2%, PLK1 PBD inh -12%, CCT chaperon mod -1.1, EPAC1 ag -1%, EPAC1 antagonist -27% and PI5P4Ka inh 13.
O=C(CCN1C(=O)c2cccc3cccc(c23)C1=O)N1CCOCC1 was read as EPAC2 antagonist 8%, WRN inhibitor 12%, Mm-Cpn inhibitor 5%, PLK1 PBD inh -11%, CCT chaperon mod 1.0, EPAC1 ag 1%, EPAC1 antagonist -16% and PI5P4Ka inh -4.
`COc1ccc(NC(=O)COC(=O)C2CC(=O)N(c3ccc(OC(C)C)cc3)C2)cc1` (stereo not given) gave EPAC2 antagonist 3%, WRN inhibitor 0%, Mm-Cpn inhibitor 0%, PLK1 PBD inh 2%, CCT chaperon mod -1.0, EPAC1 ag -4%, EPAC1 antagonist -14% and PI5P4Ka inh 13.
For S=C1CCC(c2ccc(Cl)cc2)=NN1c1ccccc1 the results were EPAC2 antagonist -12%, WRN inhibitor 10%, Mm-Cpn inhibitor -2%, PLK1 PBD inh -4%, CCT chaperon mod 0.8, EPAC1 ag -1%, EPAC1 antagonist -4% and PI5P4Ka inh 1.
